Screening results: PubChem, several laboratories
BaF3 tox: parental Ba/F3 cell viability inhibition, counter-screen for JAK2V617F inhibitor project, murine pro-B, CellTiter-Glo luminescence; CellTiter-Glo ATP luminescence; inhibition, % at 5.6 µM; 220,000 tested, 1.1% active; AID 1486, 2009;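 active means inhibition above a per-campaign cutoff, the mean inhibition of all tested compounds plus 3 SD, cut at about 27% in these data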;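 further: 0% = DMSO wells and 100% = JAK Inhibitor I control wells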
S1P4 antagonist: S1P4 receptor antagonists, primary screen, cell-based; Sphingosine 1-phosphate receptor 4 (Homo sapiens), O95977; S1P4-expressing cells, antagonist mode, reporter read-out; inhibition, % at 4.98 µM; 220,000 tested, 0.26% active; in the data active means inhibition above about 29%;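 further: 0% = wells stimulated with agonist and 100% = vehicle wells without agonist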
PERK inh: block of dimerizer-induced PERK translation repression, primary screen, PERK inhibitor project, CHO PERK-DD cells, SEAP luminescence, HTS | Eukaryotic translation initiation factor 2-alpha kinase 3 (Homo sapiens), Q9NZJ5 | CHO PERK-DD fusion, SEAP luminescence translation reporter | inhibition, % at 5.6 µM | 220,000 tested, 0.17% active;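 active means inhibition above the mean inhibition of all tested compounds plus 3 SD, set separately per screening campaign, cut at about 2.9% in these data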;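 further: PERK kinase domain activated by AP20187 dimerizer at 100 nM; 0% = DMSO with dimerizer and 100% = rapamycin at 8.4 µM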
Target sequence (Q9NZJ5 whole entry, looked up, the tested form may be a part): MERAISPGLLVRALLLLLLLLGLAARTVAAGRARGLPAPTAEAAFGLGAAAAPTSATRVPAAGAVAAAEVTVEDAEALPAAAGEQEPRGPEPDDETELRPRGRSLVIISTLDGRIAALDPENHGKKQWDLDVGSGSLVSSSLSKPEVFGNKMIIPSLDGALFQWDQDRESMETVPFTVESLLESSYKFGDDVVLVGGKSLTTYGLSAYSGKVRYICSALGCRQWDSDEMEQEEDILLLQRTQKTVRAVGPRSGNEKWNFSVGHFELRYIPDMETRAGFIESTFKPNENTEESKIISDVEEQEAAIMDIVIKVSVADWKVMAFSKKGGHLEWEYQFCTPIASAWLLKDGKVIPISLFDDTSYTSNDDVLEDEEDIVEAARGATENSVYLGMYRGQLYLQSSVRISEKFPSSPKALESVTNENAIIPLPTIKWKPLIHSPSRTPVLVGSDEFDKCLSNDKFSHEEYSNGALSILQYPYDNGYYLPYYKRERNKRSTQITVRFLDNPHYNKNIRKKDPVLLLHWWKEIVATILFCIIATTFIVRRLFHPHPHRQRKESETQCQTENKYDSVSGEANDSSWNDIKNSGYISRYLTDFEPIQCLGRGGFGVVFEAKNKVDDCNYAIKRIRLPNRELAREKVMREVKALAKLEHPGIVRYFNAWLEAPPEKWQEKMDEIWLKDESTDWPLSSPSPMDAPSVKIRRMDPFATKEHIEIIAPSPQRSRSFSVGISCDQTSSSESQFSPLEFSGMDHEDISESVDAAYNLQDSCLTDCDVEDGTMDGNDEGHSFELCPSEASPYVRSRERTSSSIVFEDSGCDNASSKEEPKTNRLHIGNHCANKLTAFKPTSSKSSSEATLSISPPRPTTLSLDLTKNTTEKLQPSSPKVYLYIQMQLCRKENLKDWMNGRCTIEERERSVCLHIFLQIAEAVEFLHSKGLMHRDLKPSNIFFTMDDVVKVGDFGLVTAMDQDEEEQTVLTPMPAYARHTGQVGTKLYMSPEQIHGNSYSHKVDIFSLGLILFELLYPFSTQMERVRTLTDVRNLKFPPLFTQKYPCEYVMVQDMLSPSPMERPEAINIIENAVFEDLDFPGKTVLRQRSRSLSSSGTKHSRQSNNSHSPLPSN
Mdm2 ligase inh: MDM2-luciferase reporter signal enhancers, primary screen, MDM2 E3 ligase inhibitor project, cell-based, luminescence, 1536-well | E3 ubiquitin-protein ligase Mdm2 (Homo sapiens), Q00987 | 210,000 tested, 0.11% active | cell-based MDM2 ubiquitination luciferase reporter, 2 h; 0 = plate control, 100 = twice control, blank-subtracted | signal enhancement, % at 5 µM;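 active means signal enhancement of 30% or more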;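 further: luminescence tracks abundance of the self-degrading MDM2-luciferase fusion protein; higher signal means inhibition of MDM2 E3 ligase activity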
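Timing – 2 h compound exposure at 37 °C · Assay system – mammalian cells stably expressing self-ubiquitinating, self-degrading MDM2 E3–luciferase fusion · Amount – 2000 cells seeded into each well · Measure – % luminescence enhancement versus blank-corrected plate control mean · Measured by – SteadyLite luminescence, 15 min reagent step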
S1P4 ag: S1P4 receptor agonists, primary screen, cell-based; Sphingosine 1-phosphate receptor 4 (Homo sapiens), O95977; AID 1509, 2009; activation, % at 4.98 µM; 220,000 tested, 0.35% active; S1P4-expressing cell line, agonist reporter assay; in the data active means activation above about 11%;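 further: 0% = DMSO vehicle and 100% = reference agonist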
Ba/F3 V617F tox: reduced viability of JAK2V617F-dependent Ba/F3 cells, primary screen, JAK2V617F inhibitor project, cell-based, Ba/F3 EpoR-JAK2V617F, luminescence; ATP luminescence; 220,000 tested, 1.1% active; inhibition, % at 5.6 µM;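 active means inhibition above the campaign mean plus 3 SD over all tested compounds, cut at about 24% in these data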;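 further: cytokine-independent growth of Ba/F3 cells driven by EpoR plus mutant JAK2; 0% = DMSO-treated cells and 100% = JAK inhibitor I control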
NPY-Y2 PAM-ag: NPY-Y2 potentiators or agonists, primary screen, cell-based; Neuropeptide Y receptor type 2 (Homo sapiens), P49146; cells expressing NPY-Y2, potentiator/agonist read-out; activation, % at 3.6 µM; 220,000 tested, 0.45% active; in the data active means activation above about 27%;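 further: cells stimulated with NPY near EC25 plus isoproterenol at EC100; 0% = vehicle plus submaximal agonist and 100% = vehicle plus saturating agonist; some results beyond the cut were filed as inactive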
eIF4E-4G inh: eIF4E–eIF4G protein interaction inhibitors, primary screen, biochemical, uHTS, TR-FRET, eIF4GI fragment. TR-FRET eIF4E-eIF4GI(517-606) binding, 2 h. inhibition, % at 21.7 µM. 220,000 tested, 0.37% active. AID 782, 2007;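 active means inhibition above about 30%, limit read from the data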;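 further: 0% = full FRET control wells and 100% = background wells lacking eIF4GI fragment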
Wee1 stabilizer: Wee1 degradation inhibitors, primary screen, cell-based, HeLa, Wee1K328M-luciferase, luminescence; AID 1321, 2008; reporter increase, % at 5 µM; Wee1-like protein kinase (Homo sapiens), P30291; HeLa Luc-Wee1K328M stability; 100% = proteasome inhibitor MG132 effect; 220,000 tested, 1.2% active;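 active means activation above the mean of all tested compounds plus 3 SD, set per screening run, cut at about 8.8% in these data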;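 further: cells exposed to compound for 20 h before luminescence read; 0% = DMSO alone and 100% = MG132 at 30 µM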
An asterisk follows results filed as active; x = no result given; [ ] = dose if it differs, or a comment.

Below each SMILES – BaF3 tox	S1P4 antagonist	PERK inh	Mdm2 ligase inh	S1P4 ag	Ba/F3 V617F tox	NPY-Y2 PAM-ag	eIF4E-4G inh	Wee1 stabilizer
- Cc1c(NC(=O)CN2C(=O)NC(C)(c3ccccc3)C2=O)c(=O)n(-c2ccccc2)n1C (centres undefined)
    3	-21	-0.1	x	0.4	1	4	-5[fluorescence artefact?]	1
- CCOC(=O)c1sc2nc(SCC#N)n(CCCN3CCCC3=O)c(=O)c2c1C
    13	-1	-0.2	-20	-1.1	5	-11	3	-2
- COc1cccc(CN2CCN(Cc3ccc4c(c3)OCCO4)CC2CCO)c1 (centres undefined)
    5	0	-0.9	-5	3.2	1	-1	1	-3
- O=C(CN1C(=O)NC2(CCCCCCC2)C1=O)N1CCOCC1
    -1	4	1.6	18	0.4	-2	13	2	-2
- O=C(NCc1ccco1)/C(=C\c1ccco1)NC(=O)c1cccs1
    10	10	0.9	-9	-0.6	4	-8	9	30*
- Cc1nc(N)nc(N)c1/C=C/C(C)(C)c1ccc(Cl)cc1
    103*	-7	0.7	-12	-0.2	98*	-4	3	-2
- CC(=O)Nc1nc(SCc2cccc3ccccc23)n[nH]1
    1	-10	-0.9	0	0.2	1	-6	-1	-1
- Cc1ccc2cc(CN(CCCO)S(=O)(=O)c3cccc4nsnc34)c(=O)[nH]c2c1
    2	-14	-2.4	-11	2.3	0	5	8	0
- CC1=NOC2(C1)N(C)c1ccccc1C2(C)C (centres undefined)
    4	4	1.3	-21	-0.3	-1	3	19	4
- COc1ccc(OC)c(-n2c(-c3cnccn3)n[nH]c2=S)c1
    1	14	1.0	-30	-0.7	-3	9	4	0
- CCN(CCNCC(O)COCc1ccc(Cl)cc1)c1cccc(C)c1 (centres undefined)
    9	-9	0.1	3	-1.0	1	17	-5	0
- Cc1ccccc1N/C(=N/S(=O)(=O)c1ccccc1)c1ccc(F)cc1
    -2	-14	0.0	-7	0.6	-3	10	-4	-2
- O=C(c1ccccc1)c1cncc(Br)c1
    0	-18	1.9	-7	-2.1	-3	7	-8	2
- CCc1c(C)nc2ccc(Br)cc2c1Cl
    11	-9	1.6	7	2.3	0	4	19	3
- COC(=O)c1onc(-c2c(C)cc(C)cc2C)c1C(=O)OC
    1	-8	1.4	-21	3.1	-5	-3	-2	0
- CC(C)n1nnnc1SCC(=O)N1CCOCC1
    0	-30	0.5	-10	1.5	-3	8	-4	2
- O=C1N=C2N(CCN3CCCCC3)c3ccccc3N2/C1=C\c1ccc([N+](=O)[O-])o1
    1	1	0.1	-12	3.1	-2	-4	12	-1
- C[C@@H](O)C1NC(=O)[C@H](CCCCN)NC(=O)c2cc([N+](=O)[O-])cc(I)c2NCCC[C@@H](C(N)=O)NC1=O (some centres undefined)
    3	-3	-0.2	x	1.6	3	-1	34*	0
- O=C(COC(=O)c1ccccc1)Nc1cc(Cl)ccc1Oc1ccccc1
    8	-1	0.6	-20	1.5	-1	-4	5	-2
- CCOC(=O)C1=C(C)NC2=C(C(=O)C(C(=O)OCC)C(c3cccc(OC)c3)C2)C1c1ccccn1 (centres undefined)
    7	1	-0.2	-16	0.6	4	-12	12	7
- COc1ccccc1CNC(=O)C(NC(=O)c1ccccc1C)C(C)C (centres undefined)
    2	14	0.0	-8	-0.5	-4	3	-1	-3
- COC(CNC(=O)c1cccc2c1C(=O)N(Cc1cccnc1)C2)OC
    6	2	-1.2	0	-0.1	4	-15	1	-1
- CC(=O)Nc1ccc2nc(SCC(=O)NCCOc3ccccc3)sc2c1
    7	-3	0.0	-2	1.6	2	-2	-3	0
- CNS(=O)(=O)c1cccc2nsnc12
    -3	0	0.8	-1	3.4	-6	6	4	-2
- Cn1ccnc1SCC(=O)Nc1cccc2ccccc12
    8	12	-0.5	-11	2.9	4	-12	1[fluorescence artefact?]	0
- Fc1ccc(CNC(=S)NCc2ccc(F)cc2)cc1
    0	17	0.2	-9	0.8	-2	-4	2	1
- CCN(c1ccc(NC(=O)COC(=O)c2cc3ccccc3oc2=O)cc1)C(C)C
    2	2	-0.2	-16	-0.7	3	-5	20	-4
- Cc1ccc2c(c1)N(CC(=O)N(Cc1ccc3c(c1)OCO3)CC1CCCO1)C(=O)C(C)O2 (centres undefined)
    5	-2	-1.6	-2	2.2	1	8	-1	-3
- CCc1c(C)sc(NC(=O)c2ccco2)c1C(=O)N1CCCCC1
    -1	-6	-0.4	-6	1.3	1	-5	-2	-1
- COc1ccc(OC)c(NC(=O)C(=O)NNC(=O)COc2ccc(Br)cc2C)c1
    6	-3	-1.1	1	-0.4	5	-18	7	-2

3 structures from above, sorted by formula weight, low to high.
Below each SMILES – BaF3 tox	S1P4 antagonist	PERK inh	Mdm2 ligase inh	S1P4 ag	Ba/F3 V617F tox	NPY-Y2 PAM-ag	eIF4E-4G inh	Wee1 stabilizer
- Cn1ccnc1SCC(=O)Nc1cccc2ccccc12
    8	12	-0.5	-11	2.9	4	-12	1[fluorescence artefact?]	0
- O=C(CN1C(=O)NC2(CCCCCCC2)C1=O)N1CCOCC1
    -1	4	1.6	18	0.4	-2	13	2	-2
- O=C1N=C2N(CCN3CCCCC3)c3ccccc3N2/C1=C\c1ccc([N+](=O)[O-])o1
    1	1	0.1	-12	3.1	-2	-4	12	-1

Later entries
Below each SMILES – BaF3 tox	S1P4 antagonist	PERK inh	Mdm2 ligase inh	S1P4 ag	Ba/F3 V617F tox	NPY-Y2 PAM-ag	eIF4E-4G inh	Wee1 stabilizer
- O=C(NCc1n[nH]c(=S)n1-c1cccc(C(F)(F)F)c1)c1ccc(S(=O)(=O)N2CCCC2)cc1
    2	12	1.0	-22	-1.1	1	-7	0	1
- CCC(C)Nc1c2c(nc3c(-c4ccccc4)c(C)nn13)CCC2 (centres undefined)
    7	-15	-0.7	2	2.5	-1	14	4[fluorescence artefact?]	1
- Cc1ccc(NC(=O)COC(=O)c2ccc3c(c2)NC(=O)C2CCCN32)cc1 (centres undefined)
    5	-11	1.1	-18	-0.6	-3	-1	-7	0
- CCN1C2=C(C(=O)CCC2)C(c2ccc(O)c(Br)c2)C2=C1CCCC2=O
    2	-9	0.8	-3	2.1	-3	6	-2	-2
- Cc1ccccc1NC(=O)CSc1nnc(-c2ccco2)c(-c2ccco2)n1
    4	-11	0.5	7	-2.0	-1	0	14[fluorescence artefact?]	-1
- O=C(c1ccccc1)c1ccccc1C(=O)N1CCOCC1
    3	10	1.5	-3	-0.2	-3	7	0	1
- Cc1cc(C)cc(NS(=O)(=O)c2ccc3[nH]cc(C(=O)NCc4ccco4)c(=O)c3c2)c1
    66*	8	0.2	-16	-0.1	64*	20	6	2
- COc1ccc(-n2ncc(S(=O)(=O)c3ccccc3)c2-c2ccc(Cl)cc2)cc1
    1	-5	0.0	-8	1.5	2	0	-11[fluorescence artefact?]	0
- COc1nc(Oc2ccc(C(=O)OCC(N)=O)cc2)nc(N(C)C)n1
    2	6	0.2	-27	0.1	0	0	-4	-2
- O=c1[nH]c(SCc2ccccc2)nc2c1cnn2-c1ccc(F)cc1
    2	-7	2.0	-14	-2.1	-3	-24	-1	2
- O=C(N/N=C/c1c(F)cccc1Cl)c1ccc(Cn2cc(Br)cn2)o1
    10	9	-1.7	-14	-1.1	9	3	0	-2
- CC(=O)Nc1ccc(S(=O)(=O)N2CCN(Cc3cccs3)CC2)cc1
    7	-15	0.0	-12	1.6	3	-5	-2	2
- CCOC(=O)c1c(NC(=O)C2COc3ccccc3O2)sc(C(C)=O)c1C (centres undefined)
    0	-6	0.7	-24	3.7	-5	15	2	2
- O=C(Cn1cc([N+](=O)[O-])cn1)NCCc1c[nH]c2ccccc12
    7	-15	0.4	-4	0.9	0	2	-2	3
- O=C(Nc1ccccc1Oc1ccccc1)c1cnccn1
    5	8	1.1	-13	0.7	1	4	19[fluorescence artefact?]	0
- O=c1ccc2ccc(Oc3ccc([N+](=O)[O-])cc3Cl)cc2o1
    8	-4	0.8	-13	2.5	5	-20	0	0
- Cn1nc(C(F)(F)F)c(C#N)c1N1CCN(c2ccccc2F)CC1
    3	1	0.3	-11	-1.5	0	4	2[fluorescence artefact?]	-1
- Cc1cc(C(=O)COc2cccnc2[N+](=O)[O-])c(C)n1-c1ccccc1
    5	-30	-0.1	-6	1.1	2	-6	8	-3
- COCCCNC(=O)C(=O)NCCCOC(C)C
    -1	-17	0.9	5	0.4	-1	-3	-4	-1
- O=C(NCc1ccc(OC(F)(F)F)cc1)C1CC(c2c(Cl)cccc2Cl)=NO1 (centres undefined)
    4	-15	-0.7	-2	0.4	-1	3	10	2
- COc1ccc(CCNC(=O)CSc2nnc(CNC(=O)c3ccco3)o2)cc1OC
    8	4	0.0	-17	-2.1	-1	16	6[fluorescence artefact?]	-1
- COc1ccccc1N(CC(O)COc1ccccc1)S(=O)(=O)c1ccccc1 (centres undefined)
    8	-11	-0.3	8	-1.0	2	-11	4[fluorescence artefact?]	-1
- COc1cccc(CN(C)C(=O)c2cc(COc3c(F)cccc3F)on2)c1
    8	-3	-0.3	-9	-1.7	7	-35	2	-2
- C1CCC(CNc2c3c(nc4nnnn24)CCCC3)CC1
    7	0	0.2	-19	-0.1	0	-6	7[fluorescence artefact?]	2
- COc1cc(-c2c(C#N)c(N)nc3c2CCCC3)cc(OC)c1OC
    1	-4	-1.2	-10	-0.6	-1	-2	0	-1
